Assay outcomes as filed in PubChem.
RXFP1 antagonist – RXFP1 (human) relaxin receptor antagonism | HEK293-RXFP1, relaxin-stimulated cAMP HTRF, 30 min; hits give low values | Q9HBX9 | AID 1259400 | hit rate 0.59% among 350,000 | activity change, negative = inhibition, % at 57.5 µM;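 active = activity change of -60% or lower, but not beyond a set lower limit; inconclusive = change between -60% and -40%, or beyond the set limit; inactive = change above -40%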; note: % is set by controls: 0 for no effect and ±100 for the full control effect
Pol eta inh – DNA polymerase eta (human) inhibition. recombinant Pol eta, fluorescent DNA replication assay. Q9Y253. Potency, µM (titrated, usually from 114 µM), without a hit: at the top dose activity change, negative = inhibition, usual class: inhibitors. AID 588591. hit rate 1.2% among 390,000; note: potency is the fitted concentration of half-maximal effect; % is set by controls: 0 for no effect and ±100 for the full control effect
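Fluorescent replication assay: 50 nM final substrate added after a 15 min room-temperature compound preincubation with 10 nM enzyme. Signal taken at 0 min and again at 10 min.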
Pol beta inh – inhibitors of human DNA polymerase beta. Pol beta primer extension/strand displacement, fluorescence kinetic. Potency, µM (top dose mostly 114 µM), inactives show top-dose activity change, negative = inhibition, most hits filed as inhibitors. hit rate 1.3% among 340,000; note: potency is the fitted concentration of half-maximal effect; % is set by controls: 0 for no effect and ±100 for the full control effect
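Kinetic readout of DNA synthesis with strand displacement by Pol beta. Compound and 10 nM enzyme sit 15 min at room temperature; 50 nM substrate starts the reaction, read immediately and at 10 min.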
Pol kappa inh – inhibitors of human DNA polymerase kappa. Q9UBT6. purified Pol kappa, fluorescent DNA synthesis assay, 10 min. Potency, µM (highest dose often 107 µM), for the others: top-dose activity, negative = inhibition, most hits filed as inhibitors. hit rate 0.53% among 400,000. AID 588579; note: potency is the fitted concentration of half-maximal effect; % is set by controls: 0 for no effect and ±100 for the full control effect
Target sequence (Q9UBT6 whole entry, looked up): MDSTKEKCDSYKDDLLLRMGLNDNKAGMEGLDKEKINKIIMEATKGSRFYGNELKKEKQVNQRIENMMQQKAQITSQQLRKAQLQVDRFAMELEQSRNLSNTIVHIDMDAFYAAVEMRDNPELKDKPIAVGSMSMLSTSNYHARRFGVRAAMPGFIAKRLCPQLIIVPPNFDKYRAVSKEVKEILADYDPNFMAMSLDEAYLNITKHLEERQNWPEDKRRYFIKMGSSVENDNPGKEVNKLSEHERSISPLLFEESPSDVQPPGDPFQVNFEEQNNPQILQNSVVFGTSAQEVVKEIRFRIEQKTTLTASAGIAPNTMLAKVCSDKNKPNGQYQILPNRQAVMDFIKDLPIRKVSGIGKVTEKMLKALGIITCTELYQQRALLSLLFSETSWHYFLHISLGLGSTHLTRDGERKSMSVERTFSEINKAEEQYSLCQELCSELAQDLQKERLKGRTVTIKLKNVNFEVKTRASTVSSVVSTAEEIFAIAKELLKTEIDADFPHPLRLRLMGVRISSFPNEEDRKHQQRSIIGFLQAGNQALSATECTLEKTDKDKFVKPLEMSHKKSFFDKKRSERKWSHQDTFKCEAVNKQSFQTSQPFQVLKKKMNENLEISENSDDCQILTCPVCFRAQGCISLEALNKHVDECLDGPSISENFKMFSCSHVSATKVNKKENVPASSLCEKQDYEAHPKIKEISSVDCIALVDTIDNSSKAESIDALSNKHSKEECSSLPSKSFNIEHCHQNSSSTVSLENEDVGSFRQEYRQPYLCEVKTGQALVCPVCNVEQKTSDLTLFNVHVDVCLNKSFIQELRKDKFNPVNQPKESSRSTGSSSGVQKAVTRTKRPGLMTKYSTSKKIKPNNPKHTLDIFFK
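Kinetic fluorescence screen: compound preincubated 15 min RT with 10 nM enzyme; 50 nM substrate (final) initiates; reads at 0/10 min.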
BLM helicase inh – Bloom syndrome helicase (human) inhibition. P54132. recombinant BLM DNA unwinding, fluorescence dequenching. Potency, µM (top dose mostly 56.1 µM), inactives show at the top dose activity change, negative = inhibition, most hits filed as inhibitors. hit rate 0.2% among 350,000;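 note: potency is the fitted concentration of half-maximal effect; plate controls were vehicle for no effect and no enzyme for full effect; nearly all actives have a fitted effect of over 35% in size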
APE1 inh – APE1 (human) endonuclease inhibition; P27695; recombinant APE1, TAMRA/BHQ-2 abasic DNA cleavage fluorescence; Potency, µM (top dose mostly 65.8 µM), without a hit: at the highest dose activity change, negative = inhibition, actives largely listed as inhibitors; hit rate 0.35% among 350,000; AID 2517;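 note: potency is the fitted concentration of half-maximal effect; plate controls were vehicle for no effect and reference inhibitor for full effect; nearly all actives have a fitted effect of over 55% in size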
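Substrate: short duplex with […] THF abasic site, 5'-TAMRA and 3'-BHQ-2, 50 nM final. APE1 at 0.75 nM, preincubated 15 min RT with compound. Fluorescence increase from first to third read measured activity.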
PGK inhibitor – T. brucei PGK inhibition; hit rate 0.043% among 380,000; P07378; Potency, µM (doses to about 57.5 µM), for inactives: at the highest dose activity change, negative = inhibition, hits mostly inhibitors; PGK/GAPDH coupled, Kinase-Glo luminescence, 60 min; note: potency is the fitted concentration of half-maximal effect; % is set by controls: 0 for no effect and ±100 for the full control effect; nearly all actives have a fitted effect of over 60% in size
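Luminescent ATP detection (Kinase-Glo Plus) follows a 60-minute room-temperature incubation, with wells lacking PGK as controls. Buffer: 100 mM TEA (pH 7.6), 5 mM MgCl2, 0.01% Tween-20. Coupling enzyme GAPDH (100 nM final) supplies unstable 1,3-BPG in-well.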
Apoferritin bind – binds horse apoferritin like a general anesthetic; apoferritin/1-aminoanthracene competitive binding, fluorescence; Potency, µM (top dose mostly 77.5 µM), without a hit: at the top dose activity change, negative = displacement, usual class: inhibitors; hit rate 0.074% among 350,000; AID 485281; note: potency is the fitted concentration of half-maximal effect; % is set by controls: 0 for no effect and ±100 for the full control effect; nearly all actives have a fitted effect of over 20% in size
Target sequence (P02791 2-175 limits assumed): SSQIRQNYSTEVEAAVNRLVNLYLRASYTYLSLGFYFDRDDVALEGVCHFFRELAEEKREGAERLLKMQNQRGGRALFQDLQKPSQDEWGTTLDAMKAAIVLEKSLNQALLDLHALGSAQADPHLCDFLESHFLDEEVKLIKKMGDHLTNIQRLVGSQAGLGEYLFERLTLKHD
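Concentration-response curves derived by four-parameter Hill fitting of normalized fluorescence, where compounds displaced 1-AMA from 10 uM horse apoferritin following a brief 10 min room-temperature incubation; propofol titration acted as positive control.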
POLI inh – blocks human DNA polymerase iota activity. Pol iota fluorescent replication assay, 10 min. Potency, µM (series often up to 115 µM), for inactives: top-dose activity, negative = inhibition, hits mostly inhibitors. hit rate 1% among 390,000. Q9UNA4; note: potency is the fitted concentration of half-maximal effect
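Pol iota at 10 nM preincubated 15 min with compounds at room temperature; reaction started with fluorescent substrate, 50 nM final. Fluorescence read kinetically at 0 and 10 min; buffer-only wells as negative control.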
* hit, by the source's call; i = inactive; u = inconclusive; x = no result given; & = joins results of further samples; [ ] = dose if it differs, or a comment. Unless noted, calls come from the whole dose curve; as a rule, active = well fitted curve in the direction sought with a large enough effect; inconclusive = small, poorly fitted or top-dose-only effect, or another doubt; inactive = no such curve, though single readings can be large; an effect the other way counts as inactive or inconclusive. This is a subset (hit frequency here may not be typical).

Second line of a record: RXFP1 antagonist	Pol eta inh	Pol beta inh	Pol kappa inh	BLM helicase inh	APE1 inh	PGK inhibitor	Apoferritin bind	POLI inh
> COCCNC(=O)c1ccccc1NC(=O)c1cccc([N+](=O)[O-])c1C
 : 4.4	-11.1%	-17.3%	6.4%	-1.1%	-4.7%	-9.0%	-4.3%	20.9%
> CC(=O)SC[C@@H](Cc1ccccc1)C(=O)NCC(=O)OCc1ccccc1
 : u	x	x	0.9%[12 µM]	-1.8%[21.4 µM]	-2.6%[21 µM]	x	-4.5%[29.3 µM]	x
> Cc1c(C(=O)O)oc2c1-c1nn(Cc3ccccc3Cl)cc1CC2
 : -11.8	x	u	u	-6.2%	x	x	u	u
> CCc1ccc2[nH]c3nc(SCC(=O)NNC(=O)c4ccc(C(C)(C)C)cc4)nnc3c2c1
 : -14.4	-9.6%	u	2.8%	-5.1%	1.0%	6.2%	-9.1%	34.8%[activator]
> Cc1ccc(S(=O)(=O)N2CCN(C(=O)COC(=O)CNC(=O)c3ccccc3F)CC2)c(C)c1
 : -0.1	-4.1%	x	21.2%	x	x	i	x	20.0%
> CC1CCN(C(=O)Cn2c3ccc(F)cc3c3nc4n(c(=O)c32)CCCS4)CC1
 : -6.5	-6.9%	35.7%	-5.2%	-0.4%	33.7%	-8.8%	-2.4%	-8.4%
> O=C(Nc1ccc(-c2nc3cccnc3s2)cc1)c1ccco1
 : -8.8	-0.7%	u	-0.4%	2.7%	-1.8%	0.5%	1.8%	u
> CCSc1nnc(NC(=O)C2Cc3ccccc3CN2C(=O)c2ccco2)s1 (stereo not drawn)
 : -4.1	28.2µM*	22.4µM*	u	-26.3%	4.9%	5.5%	u	u
> Cc1nn(C(C)C(=O)Nc2ccc(C(C)C)cc2)c(=O)c2c1sc1ccccc12 (stereo not drawn)
 : -5.9	0.1%	-8.3%	-4.3%	-2.7%	x	0.3%	3.0%	7.8%
> Cc1cc(C)n(CC(=O)NNC(=O)C2CC(=O)N(Cc3ccccc3Cl)C2)n1 (stereo not drawn)
 : -2.0	-11.8%	28.6%	-4.2%	-2.4%	-3.3%	9.2%	-3.0%	1.2%
> Cc1ccn2cc(CNC(=O)c3ccc(Br)o3)nc2c1
 : 6.8	-10.5%	-1.6%	4.9%	-1.2%	-3.3%	i	-8.0%	21.6%
> CC(CN1CCCC1)OC(=O)Cc1ccc(Cl)cc1 (stereo not drawn)
 : 8.7	10.8%	-11.4%	-4.9%	1.0%	-7.0%	-4.7%	-4.4%	73.0%[activator]
> O=C(Cc1cccs1)NNC(=O)C12CC3CC(CC(C3)C1)C2
 : 9.8	u	3.2%	-17.4%	-0.9%	1.9%	-3.2%	u	4.8%
> Cc1ccc(/C(COc2ccccc2O)=N\O)cc1
 : 14.7	-0.6%	0.1%	-5.5%	-5.2%	-3.5%	x	3.1%	8.5%
> COC(=O)COc1ccc(/C=C2\SC(=O)N(CC(=O)Nc3ccccc3F)C2=O)cc1
 : -2.8	-0.6%	3.2%	-6.1%	-8.8%	15.7%	7.5%	-8.1%	118.7%[activator]
> O=C(CCN1C(=O)S/C(=C\C=C\c2ccccc2)C1=O)Nc1ccc(O)cc1
 : -17.0	-5.4%	u	1.5%	-6.7%	19.1%	-0.1%	-14.8%	-10.0%
> Cc1ccccc1Nc1c(-c2cccnc2)nc2ccc(Cl)cn12
 : -8.5	-13.5%	-9.0%	5.6%	-2.7%	x	-9.8%	-7.4%	13.1%
> CC/C(=N\NC(=S)Nc1cc(C)ccc1C)c1ccc(OC(F)F)cc1
 : 16.7	-24.5%	-20.8%	-7.1%	-9.8%	-0.2%	-0.2%	-15.7%	5.0%
> COc1cccc(CN2CCNC(=O)C2CC(=O)NCCCC2CCCC2)c1OC (stereo not drawn)
 : -1.6	-20.9%	12.3%	-8.0%	-1.7%	28.3%	-8.6%	u	19.7%
> CN(C(=S)NC1=CCS(=O)(=O)C1)C1CCCCC1
 : -7.1	-10.7%	4.8%	2.8%	1.5%	0.8%	i	-13.8%	3.5%

Entries of single compounds as entered above:
Shown for `CC(CN1CCCC1)OC(=O)Cc1ccc(Cl)cc1` (stereo not drawn) = RXFP1 antagonist = 8.7; Pol eta inh = 10.8%; Pol beta inh = -11.4%; Pol kappa inh = -4.9%; BLM helicase inh = 1.0%; APE1 inh = -7.0%; PGK inhibitor = -4.7%; Apoferritin bind = -4.4%; POLI inh = 73.0%[activator]
Shown for `O=C(Cc1cccs1)NNC(=O)C12CC3CC(CC(C3)C1)C2` = RXFP1 antagonist = 9.8; Pol eta inh = u; Pol beta inh = 3.2%; Pol kappa inh = -17.4%; BLM helicase inh = -0.9%; APE1 inh = 1.9%; PGK inhibitor = -3.2%; Apoferritin bind = u; POLI inh = 4.8%
Shown for `O=C(CCN1C(=O)S/C(=C\C=C\c2ccccc2)C1=O)Nc1ccc(O)cc1` = RXFP1 antagonist = -17.0; Pol eta inh = -5.4%; Pol beta inh = u; Pol kappa inh = 1.5%; BLM helicase inh = -6.7%; APE1 inh = 19.1%; PGK inhibitor = -0.1%; Apoferritin bind = -14.8%; POLI inh = -10.0%

More entries follow:
Second line of a record: RXFP1 antagonist	Pol eta inh	Pol beta inh	Pol kappa inh	BLM helicase inh	APE1 inh	PGK inhibitor	Apoferritin bind	POLI inh
> CN1C(=O)N(C)C2(C)CC1(C)N(C)C(=O)N2C
 : -1.0	-6.3%	-0.3%	-8.0%	-2.7%	3.1%	-0.3%	3.6%	18.6%
> COc1ccccc1CN1CCN(C2CCN(C(=O)Nc3ccccc3)CC2)C(=O)C1=O
 : -1.9	-19.0%	-25.1%	-7.6%[60.1 µM]	-1.7%	x	-7.1%	29.7%	0.2%
> O=C1C(=O)N(CCCN2CCOCC2)C(c2ccc(F)cc2)/C1=C(\O)c1ccc2c(c1)OCCO2 (stereo not drawn)
 : 13.9	3.1%	25.1%	9.8%	0.8%	42.6%	-8.3%	-9.5%	13.2%
> Cc1ccccc1CNC(=O)Nc1cccs1
 : -9.2	-13.3%	1.6%	4.0%	-2.7%	-0.7%	-4.3%	u	-7.7%
> O=C(N/N=C/c1ccccc1)c1ccc(OCc2ccccc2)cc1
 : 4.7	-6.2%	2.5%	-10.2%	-2.7%	1.8%	0.1%	u	5.1%
> COc1ccc(N(C(=O)c2ccco2)S(=O)(=O)c2ccc(F)cc2)cc1
 : 2.8	-1.7%	-21.4%	-5.9%	-4.3%	-2.3%	-3.5%	-8.0%	u
> CCCCOc1ccc(C(C)NC(=O)c2cccc(Nc3nc4ccccc4n4nnnc34)c2)cc1 (stereo not drawn)
 : 2.1	3.1%	-0.9%	-0.8%	-2.0%	x	i	48.2%[activator]	12.1%
> CCOC(=O)Cn1ncc2c3ccccc3n(CC(=O)OCC)c2c1=O
 : 5.4	-12.6%	20.8%	-1.5%	-0.3%	-0.6%	-7.3%	3.3%	u
> COC(=O)NNC(=O)C1CCC(C)CC1 (stereo not drawn)
 : -4.8&-5.3	-14.4%&-19.1%	30.9%&-0.8%	-3.6%&0.5%	-1.5%&-1.9%	-2.3%	4.9%&-0.2%	-3.0%&2.2%	9.3%&-15.9%
> CCOC(=O)c1c(N)c2cc([N+](=O)[O-])cnc2n1C
 : -9.0	-3.9%	u	-19.9%	-9.1%	12.5%	-2.9%	3.3%	124.7%[activator]
> COc1cc(OC)cc(C(=O)NNC(=S)Nc2ccccc2OC)c1
 : 0.4	-12.8%	-13.0%	2.2%	-6.3%	-2.1%	i	1.7%	31.6%[activator]
> CCN(CC)C(=O)COCc1cc(-c2ccc3c(c2)OCO3)on1
 : 6.0	-5.6%	40.1%	1.8%	1.1%	1.8%	i	-9.1%	6.2%
> Cc1ccc(Cl)cc1-n1c(=O)cc(N2CC(C)OC(C)C2)[nH]c1=O (stereo not drawn)
 : 19.8	-13.5%	1.0%	-8.2%	1.0%	-0.6%	-5.8%	-13.3%	5.2%[58.9 µM]
> O=C(/C=C/c1ccc(Br)cc1)c1ccc(NC2=NCCCS2)cc1
 : -8.6	-6.0%	3.2%	-3.9%	-12.3%	-2.6%	-8.9%	-23.5%	u
> O=C(Cn1nc(C(=O)O)c2ccccc2c1=O)Nc1ccc2c(c1)OCO2
 : -4.1	-6.7%	3.3%	-15.0%	-4.9%	0.6%	-2.9%	-12.4%	22.2%
> COc1ccccc1Oc1cn[nH]c1-c1ccc(O)cc1O
 : 16.2	-16.0%	3.2%	1.6%	-4.7%	26.2%	x	6.7%	16.6%
> Cc1c(Cc2ccccc2)c(=O)oc2c(O)c(O)ccc12
 : 13.1	u	12.6µM*	u	12.6µM*	0.4%	u	-23.4%	8.91µM*
> CCOc1ccc(Cl)cc1S(=O)(=O)N1CCCC1
 : 1.8	-1.9%	-1.3%	5.3%	-2.6%	0.5%	-6.5%	-19.3%	20.7%
> COCc1nnc(NC(=O)c2cc(Cl)ccc2OC)s1
 : 4.4	-13.3%	6.9%	-8.7%	3.4%	-0.3%	-9.9%	13.0%	1.8%
> Cc1nn(-c2ccccc2)c2c1N(CCCC(=O)NCc1ccc(N(C)C)cc1)C(=O)CS2
 : x	-10.4%	19.1%	0.0%	-0.8%	x	2.7%	-14.7%	12.9%
> CC(C)c1nnc(NC(=O)CCC(=O)NC2CCCCCCC2)s1
 : 20.3	2.3%	30.9%	-1.8%	-1.1%	2.9%	13.9%	u	15.5%
> CC(C)N(C(=O)COC(=O)c1ccc(O)cc1)C(C)C
 : -5.6	-4.7%	12.0%	-8.4%	1.9%	-1.9%	-6.7%	-19.3%	16.5%
> Cc1ccccc1OCC(=O)Nc1nnc(C2CCCC2)s1
 : -12.5	-0.8%	0.8%	3.4%	-0.8%	58.8%[activator]	2.0%	-4.2%	25.4%
> COc1ccc(OC)c(S(=O)(=O)Nc2cc(Cl)cc(Cl)c2)c1
 : -29.5	-8.6%	12.6%	0.3%	-0.8%	6.9%	-7.8%	5.2%	-19.3%
> Fc1cccc(F)c1-n1c(CN2CCCC2)csc1=S
 : 16.4	-7.5%	-0.4%	-8.7%	-6.8%	-5.2%	0.6%	-11.0%	19.7%
